Source: PubChem
D3 ag = D3 dopamine receptor (human) agonism; D3R DiscoveRx beta-arrestin cells, luminescence, 90 min; AID 652048; max activation, %; 0.58% of 410,000 active; in the data active = max activation above about 30%; also: 0% is about no effect; mostly tested at two doses, the higher about 12 µM
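Agonist-mode cell screen: cells plated at 1500/well and incubated overnight at 37 °C, then exposed to library compounds for 90 min at 37 °C. Detection reagent was added for 30–60 min at room temperature, and luminescence was read.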
aSyn rescue = alpha-synuclein toxicity inhibition in yeast; Yeast expressing alpha-synuclein, growth rescue, BacTiter-Glo, 24 h; Potency, µM (highest dose often 46.1 µM), for inactives: top-dose growth rescue (activation), usual class: activators; 0.14% of 370,000 active; AID 652106; also: potency is read from the fitted curve at half-maximal effect; % of control where 0% means no effect; nearly all actives have a fitted effect of over 65% in size
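Galactose-induced alpha-syn yeast (OD600=0.02, raffinose-pregrown) + pinned cpd, 24 hr, 30 deg C; growth by BacTiter-Glo luminescence. Growth restoration scores as activation.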
EPAC2 antag = antagonists of human EPAC2. Q8WZA2. EPAC2 GEF exchange of Rap1B-BODIPY-GDP, fluorescence. Potency, µM (top dose mostly 114 µM), for inactives: top-dose activity, negative = inhibition, usual class: inhibitors. 0.18% of 360,000 active; also: potency is read from the fitted curve at half-maximal effect; % is scaled to controls: 0 for no effect and ±100 for the full control effect; nearly all actives have a fitted effect of over 45% in size; many of its hits are not listed in these tables
Target sequence (Q8WZA2 whole entry, looked up): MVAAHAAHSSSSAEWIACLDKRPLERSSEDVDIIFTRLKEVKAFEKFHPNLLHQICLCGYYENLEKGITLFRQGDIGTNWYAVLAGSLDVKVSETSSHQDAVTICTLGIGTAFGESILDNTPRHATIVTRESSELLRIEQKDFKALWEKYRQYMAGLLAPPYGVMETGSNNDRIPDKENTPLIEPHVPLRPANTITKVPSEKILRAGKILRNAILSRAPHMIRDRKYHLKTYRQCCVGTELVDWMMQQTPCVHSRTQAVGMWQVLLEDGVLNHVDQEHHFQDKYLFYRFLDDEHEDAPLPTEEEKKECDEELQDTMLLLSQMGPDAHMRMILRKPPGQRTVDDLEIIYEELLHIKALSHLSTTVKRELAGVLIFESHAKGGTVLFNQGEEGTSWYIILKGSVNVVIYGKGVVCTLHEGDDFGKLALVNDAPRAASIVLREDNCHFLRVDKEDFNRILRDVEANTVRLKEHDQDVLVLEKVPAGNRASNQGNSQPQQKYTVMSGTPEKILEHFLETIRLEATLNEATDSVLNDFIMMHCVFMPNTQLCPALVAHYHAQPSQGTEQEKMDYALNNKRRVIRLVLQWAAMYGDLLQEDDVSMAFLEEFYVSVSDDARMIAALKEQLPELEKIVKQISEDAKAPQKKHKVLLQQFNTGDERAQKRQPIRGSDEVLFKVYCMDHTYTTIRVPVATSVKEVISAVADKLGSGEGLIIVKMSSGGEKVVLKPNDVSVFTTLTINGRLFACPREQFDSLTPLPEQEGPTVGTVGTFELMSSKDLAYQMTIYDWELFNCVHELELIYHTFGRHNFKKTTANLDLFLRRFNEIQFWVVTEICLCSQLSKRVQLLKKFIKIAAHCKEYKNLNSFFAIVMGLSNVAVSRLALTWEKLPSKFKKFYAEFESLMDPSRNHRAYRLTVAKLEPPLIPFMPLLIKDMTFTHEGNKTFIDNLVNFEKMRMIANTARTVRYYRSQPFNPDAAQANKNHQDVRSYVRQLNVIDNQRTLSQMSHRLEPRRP
Abeta rescue = compounds reversing amyloid beta toxicity in yeast | AID 1347071 | yeast expressing A-beta42, growth rescue, OD600, 48 h; response scale: 0% DMSO, 100% iron-clioquinol control | 0.063% of 410,000 active | Potency, µM (top dose mostly 46.1 µM), for the others: top-dose growth rescue, hits mostly activators; also: potency is read from the fitted curve at half-maximal effect; nearly all actives have a fitted effect of over 55% in size
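Yeast growth medium received pinned compounds, then yeast cells expressing toxic A-beta were added; plates incubated at 30 C for 48 hr. Growth read as absorbance at 600 nm, normalized to DMSO and equimolar FeCl3 plus clioquinol controls.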
TDP-43 yeast inh = TDP-43 toxicity inhibition in yeast. AID 652104. TDP-43 expressing yeast growth rescue, BacTiter-Glo, 24 h. 1.8% of 410,000 active. Potency, µM (series often up to 46.1 µM), for inactives: top-dose growth rescue (activation), usual class: activators; also: potency is read from the fitted curve at half-maximal effect; % of control where 0% means no effect; nearly all actives have a fitted effect of over 50% in size
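Galactose-induced TDP-43 yeast, OD600=0.02, compound pinned; 24 hr, 30 deg C; BacTiter-Glo luminescence for growth. Inhibitors of TDP-43 toxicity read as activators.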
EPAC2 ag = EPAC2 (human) agonism; Q8WZA2; EPAC2 activation, biochemical qHTS; response scale: 100% = 6.5 mM cAMP response; Potency, µM (top dose mostly 154 µM), inactives show at the highest dose activation, actives largely listed as activators; 0.079% of 360,000 active; also: potency is read from the fitted curve at half-maximal effect; nearly all actives have a fitted effect of over 50% in size
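Setup: EPAC2 100 nM, labeled Rap1B complex 250 nM, free GDP 50 uM. Compound titrations pinned in, brief spin, 5 min room temperature incubation. Kinetic fluorescence read over 30 min, normalized to 6.5 mM cAMP.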
D3 antag = D3 dopamine receptor (human) antagonism; P35462; D3R cells, DiscoveRx beta-arrestin luminescence, antagonist mode; active compounds read low; max response, negative = inhibition, %; 2.5% of 360,000 active; AID 652054; in the data active = max response below about -50%; inconclusive = no clear call, values can overlap the other calls; also: % is scaled to controls: 0 for no effect and ±100 for the full control effect; mostly tested at two doses, the higher about 12 µM
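Cells plated overnight at 1500 cells/well, then exposed to library compounds with dopamine controls for 90 minutes at 37 degrees C. DiscoveRx reagent added for 30–60 minutes at room temperature; luminescence read, quantitative HTS format.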
FUS suppressor = rescues growth of FUS-expressing yeast; S. cerevisiae FUS-expressing, growth rescue, OD600, 24 h; Potency, µM (top dose mostly 76.6 µM), for the others: at the top dose growth rescue (activation), most hits filed as activators; 0.24% of 390,000 active;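 also: potency is read from the fitted curve at half-maximal effect; plate controls were DMSO vehicle for no effect and reference control for full effect; nearly all actives have a fitted effect of over 55% in size; some results filed as inactive show a strong effect at the top dose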
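Yeast FUS proteinopathy model; galactose-induced FUS (2%), starting OD 0.005. Cpds in dilution series, 24hr, 30C, 99% humidity. Abs 600 nm growth. Pos ctrl CP55940 (top 92uM final); neg ctrl DMSO.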
Starred values were filed as active, the others as inactive; ? = inconclusive; . = no result given; [ ] = dose if it differs, or a comment. Unless noted, calls follow the shape of the dose curve; as a rule, active = well fitted curve in the direction sought with a large enough effect; inconclusive = small, poorly fitted or top-dose-only effect, or another doubt; inactive = no such curve, though single readings can be large; an effect the other way counts as inactive or inconclusive.

The line under a structure holds: D3 ag	aSyn rescue	EPAC2 antag	Abeta rescue	TDP-43 yeast inh	EPAC2 ag	D3 antag	FUS suppressor
- O=C1S/C(=C/c2ccc(N3CCOCC3)o2)C(=O)N1Cc1c(F)cccc1Cl
  3	6%	30%	-3%	?	18%	?	38%
- CCOC(=O)NC(=O)COC(=O)Cc1cc(OC)c(OC)c(OC)c1
  3	0%	9%	3%	6%	0%	11	8%
- O=C(CN(C(=O)CNS(=O)(=O)c1ccc(F)cc1)c1cccc(F)c1)NCC1CCCO1 (stereo unspecified)
  5	-2%	3%	5%	-5%	2%	3	19%
- C[C@@H]1CCCCO[C@@H](CN(C)S(=O)(=O)c2cccs2)[C@@H](C)CN([C@H](C)CO)C(=O)c2cc(NS(=O)(=O)c3ccccc3)ccc2O1
  -8	-2%	9%	10%	0%	10%	36	?
- CC(C)Cc1nnc(NC(=O)CCN2C(=O)c3ccccc3C2=O)s1
  -5	-5%	6%	-11%	16%	15%	7	0%
- CCOc1cccc(/C=C(/C#N)c2nc3ccccc3[nH]2)c1OCC(=O)O
  1	-1%	8%	3%	13%	5%	5	-11%
- O=C(CCSc1nnc(-c2ccncc2)o1)Nc1cccc(Cl)c1
  2	3%	0%	0%	?	-4%	13	8%
- Nc1c(C(=O)Nc2ccccc2)sc2nc(-c3ccco3)ccc12
  -3	-2%	11%	-9%	-10%	-19%	-9	?
- CCn1cc(Br)c(C(=O)NCc2ccco2)n1
  10	-17%	-12%	1%	-13%	0%	11	-20%
- COc1ccc(C)cc1NC(=O)Cn1c(=O)ccc2cc(S(=O)(=O)N3CCCC3)ccc21
  2	29%	.	-11%	6%	.	.	27%
- CN(C)S(=O)(=O)c1ccc(Cl)c(C(=O)NCC2CCCCC2)c1
  5	2%	1%	1%	8%	-2%	1	-9%
- Cc1ccc(NC2=Nc3ccccc3CS2)cc1
  0	3%	-4%	2%	2%	1%	-26	-5%
- Cn1c(C(=O)NCc2ccccc2)cc2oc3ccccc3c21
  -3	6%	-1%	1%	17%	13%	14	-8%
- COc1cc2cc(CCCOC(=O)c3ccc(F)cc3)oc(=O)c2cc1OC
  10	-5%	-14%	-1%	20µM*	6%	0	-7%
- COc1ccc(Nc2nc(-c3cccc(OC)c3O)nc3ccccc23)cc1
  8	3%	6%	-28%	18µM*	6%	47	?
- CC1CCc2c(sc(NC(=O)COC(=O)c3ccccc3NCc3ccco3)c2C#N)C1 (stereo unspecified)
  9	-3%	-1%	-6%	-22%	6%	-11	17%
- COc1ccc(Nc2cc(C)nc3ncnn23)cc1Cl
  8	0%	1%	-12%	0%	2%	3	15%
- O=C(N/N=C/c1cc2ccccc2nc1Cl)c1ccncc1
  1	-5%	7%	-23%	-20%	0%	10	23%
- COCCCNC(=O)c1c(N)n(-c2ccc3c(c2)OCO3)c2nc3ccccc3nc12
  5	9%	7%	13%	11%	-18%	7	12%
- CN1CCN(C(=O)c2cc3ccccc3[nH]2)CC1
  -3	-2%	-2%	-7%	22%	5%	-9	40%

Reformatted tab-delimited: part of the list above
compound	D3 ag	aSyn rescue	EPAC2 antag	Abeta rescue	TDP-43 yeast inh	EPAC2 ag	D3 antag	FUS suppressor
O=C1S/C(=C/c2ccc(N3CCOCC3)o2)C(=O)N1Cc1c(F)cccc1Cl	3	6%	30%	-3%	?	18%	?	38%
CCOC(=O)NC(=O)COC(=O)Cc1cc(OC)c(OC)c(OC)c1	3	0%	9%	3%	6%	0%	11	8%
O=C(CN(C(=O)CNS(=O)(=O)c1ccc(F)cc1)c1cccc(F)c1)NCC1CCCO1 (stereo unspecified)	5	-2%	3%	5%	-5%	2%	3	19%
C[C@@H]1CCCCO[C@@H](CN(C)S(=O)(=O)c2cccs2)[C@@H](C)CN([C@H](C)CO)C(=O)c2cc(NS(=O)(=O)c3ccccc3)ccc2O1	-8	-2%	9%	10%	0%	10%	36	?
CC(C)Cc1nnc(NC(=O)CCN2C(=O)c3ccccc3C2=O)s1	-5	-5%	6%	-11%	16%	15%	7	0%
CCOc1cccc(/C=C(/C#N)c2nc3ccccc3[nH]2)c1OCC(=O)O	1	-1%	8%	3%	13%	5%	5	-11%
O=C(CCSc1nnc(-c2ccncc2)o1)Nc1cccc(Cl)c1	2	3%	0%	0%	?	-4%	13	8%
Nc1c(C(=O)Nc2ccccc2)sc2nc(-c3ccco3)ccc12	-3	-2%	11%	-9%	-10%	-19%	-9	?
CCn1cc(Br)c(C(=O)NCc2ccco2)n1	10	-17%	-12%	1%	-13%	0%	11	-20%
COc1ccc(C)cc1NC(=O)Cn1c(=O)ccc2cc(S(=O)(=O)N3CCCC3)ccc21	2	29%	.	-11%	6%	.	.	27%

Following part:
The line under a structure holds: D3 ag	aSyn rescue	EPAC2 antag	Abeta rescue	TDP-43 yeast inh	EPAC2 ag	D3 antag	FUS suppressor
- COc1cc(/C=C2\SC(=Nc3cccnc3)NC2=O)cc(OC)c1OC
  -6	-5%	0%	-7%	-19%	6%	-17	21%
- O=C(NCCCO)C(=O)Nc1cc2c3c(c1)CCC(=O)N3CCC2
  1	1%	-5%	-1%	13%	6%	14	-22%
- CN(C)CCCNc1nc2cc(-c3cnn(C)c3)sc2c(=O)n1C
  3	2%	-1%	5%	20%	5%	0	-1%
- CCCn1c(C)cc(C(=O)COC(=O)c2c(C)nn(-c3ccccc3)c2C)c1C
  10	-1%	-6%	2%	11%	-7%	29	14%
- O=C(O)CCSc1nnc(SCC(=O)NC2CCS(=O)(=O)C2)s1 (stereo unspecified)
  1	-1%	5%	15%	0%	3%	0	-7%
- C/C(=N\NC(N)=S)c1ccncc1
  -4	13%	2%	13%	9%	10%	-8	0%
- COC(=O)C(NC(=O)c1ccccc1C)(Nc1ncc(S(=O)(=O)c2ccc([N+](=O)[O-])cc2)s1)C(F)(F)F (stereo unspecified)
  -7	2%	-14%	16%	12%	3%	-77*	39%
- CC(NC(=O)C1CC1)C(c1cccs1)N1CCN(c2ccccc2)CC1 (stereo unspecified)
  -5	1%	-2%	6%	20%	8%	-5	-19%
- O=C(NCCCO)C(=O)Nc1c2c(nn1-c1ccccc1)CSC2
  4	.	.	-10%	?	.	.	14%
- COc1cc(OC)c(C(=O)NC2CC(C)(C)NC(C)(C)C2)cc1OC
  -3	-10%	-5%	-10%	4%	5%	-5	9%
- Cc1sc(NC(=O)COc2ccccc2)c(C#N)c1C
  2	-1%	-1%	-7%	-9%	2%	-28	2%
- O=C(Oc1ccc(-c2ccccc2)cc1)N1CCOCC1
  1	2%	0%	-8%	-2%	1%	-14	14%
- COc1ccc(/C=C/C(=O)OCC(=O)Nc2cccc(C(C)=O)c2)cc1
  2	2%	-3%	0%	-8%	0%	-1	5%
- COc1c(C)cc(C(=O)C2CCCN(C(=O)C3=C(C)OCCO3)C2)cc1C (stereo unspecified)
  -1	?	4%	-1%	1%	-6%	3	7%
- CC1(C(=O)NS(=O)(=O)C2CC2)CCN(C(=O)c2ccc3ccccc3n2)C1 (stereo unspecified)
  -2	-1%	1%	-10%	19%	9%	0	-20%
- CC(=O)Nc1cccc(Oc2ccc(-c3noc(C)n3)cc2)c1
  0	-31%[inhibitor]	17%	-16%	28%	13%	6	?
- CCCCNc1cc(C)oc(=O)c1C(C)=O
  8	-8%	9%	5%	-14%	-1%	20	9%
- COc1ccc(C(O)c2ncc(-c3cccc4ccccc34)[nH]2)cc1F (stereo unspecified)
  -1	?	-7%	-1%	19%	11%	12	-8%
- COC(=O)c1cccc(NC(=O)/C=C/c2cccc([N+](=O)[O-])c2)c1
  12	3%	-2%	2%	3%	-6%	47	4%
- O=C1c2ccccc2NC(c2cccc([N+](=O)[O-])c2)N1O (stereo unspecified)
  4	2%	-2%	-31%[inhibitor]	-15%	4%	11	0%

Three entries from above, sorted by count of non-hydrogen atoms, falling:
The line under a structure holds: D3 ag	aSyn rescue	EPAC2 antag	Abeta rescue	TDP-43 yeast inh	EPAC2 ag	D3 antag	FUS suppressor
- CC1(C(=O)NS(=O)(=O)C2CC2)CCN(C(=O)c2ccc3ccccc3n2)C1 (stereo unspecified)
  -2	-1%	1%	-10%	19%	9%	0	-20%
- O=C(NCCCO)C(=O)Nc1c2c(nn1-c1ccccc1)CSC2
  4	.	.	-10%	?	.	.	14%
- O=C(Oc1ccc(-c2ccccc2)cc1)N1CCOCC1
  1	2%	0%	-8%	-2%	1%	-14	14%

(listing goes on)
The line under a structure holds: D3 ag	aSyn rescue	EPAC2 antag	Abeta rescue	TDP-43 yeast inh	EPAC2 ag	D3 antag	FUS suppressor
- CCCOc1ccc(C2C(=O)N(C3CCCCC3)CC(=O)N2CCc2ccccc2)cc1OC (stereo unspecified)
  -7	.	.	-16%	-30%[inhibitor]	.	.	-14%
- O=C(C1CCN(S(=O)(=O)c2ccc(F)cc2)CC1)N1CC=C(c2ccccc2)CC1
  3	10%	-7%	7%	0%	8%	28	24%
- COc1cccc(C(=O)c2c[nH]c(C(=O)NCc3cccnc3)c2)c1
  -9	-10%	27%	-10%	-13%	0%	-23	8%
- O=C(CSc1ccc([N+](=O)[O-])cc1)c1ccccc1
  -9	-9%	-4%	0%	12%	7%	-11	.
- COc1ccc(-c2nnc3sc(C(C)N4C(=O)c5ccccc5C4=O)nn23)cc1 (stereo unspecified)
  1	5%	-17%	-33%[inhibitor]	?	14%	7	43%
- CCC(Oc1ccccc1)C(=O)OCC(=O)N(CC)c1c(N)n(Cc2ccccc2)c(=O)[nH]c1=O (stereo unspecified)
  -5	-2%	-3%	-11%	-13%	5%	-21	26%
- COc1cc(C(=O)NC(C(=O)Nc2cccc(C(C)=O)c2)C(C)C)cc(OC)c1OC (stereo unspecified)
  -6	0%	2%	-17%	-5%	13%	-5	9%
- COc1cccc(NS(=O)(=O)c2ccc3[nH]c4c(c3c2)CCCCCC4)c1
  2	4%	.	4%	20%	.	.	24%
- Cc1cccc(CCN(CC(=O)NC2CCCCC2)C(=O)c2csnn2)c1
  4	-1%	-1%	10%	19%	13%	5	12%

An excerpt; count on the stated rates, not on these rows.
